CSN deneddyl inh: CSN deneddylation inhibition; 360,000 tested, 0.38% active; inhibition, % at 12.5 µM; Purified CSN, SCF-Nedd8-OG deneddylation, fluorescence polarization; AID 651999; Q92905;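 active = pattern-corrected inhibition above about 35%, with an unprinted fluorescence ratio check between 0.5 and 1.5, limit read from the data, passing the limit was not always enough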;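 note: 0% = enzyme with substrate and 100% = substrate without enzyme; some results filed as inactive read as strong as hits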
Target sequence (Q92905 whole entry, looked up, one chain of several): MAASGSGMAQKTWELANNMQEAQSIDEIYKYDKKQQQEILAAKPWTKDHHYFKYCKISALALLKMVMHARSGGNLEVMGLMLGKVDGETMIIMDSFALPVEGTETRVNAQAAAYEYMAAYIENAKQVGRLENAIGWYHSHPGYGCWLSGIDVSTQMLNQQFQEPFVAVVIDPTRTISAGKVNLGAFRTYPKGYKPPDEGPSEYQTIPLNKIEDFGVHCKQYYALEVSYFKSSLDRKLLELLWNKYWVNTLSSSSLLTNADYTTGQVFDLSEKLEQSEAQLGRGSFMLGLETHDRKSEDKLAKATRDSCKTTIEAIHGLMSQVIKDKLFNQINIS
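Material: human Csn5 produced in HEK293T cells; Input: enzyme 0.24 nM; Reagent: SCFSkp2-Nedd8OG substrate at 10 nM final; Dosing: 12.5 µM compound; Incubation: 90 min reaction at room temperature; Detection: fluorescence polarization of the substrate; Evaluation: % inhibition of substrate cleavage by Csn5; Control set: substrate-only high control, full reaction low control.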
Neddylation inh: inhibitors of human cullin neddylation | P61081+Q13564 | calls only at 25 µM | 360,000 tested, 0.58% active | TR-FRET cullin neddylation, biochemical; in the data active = inhibition above about 36%
Target sequence (P61081 whole entry, looked up): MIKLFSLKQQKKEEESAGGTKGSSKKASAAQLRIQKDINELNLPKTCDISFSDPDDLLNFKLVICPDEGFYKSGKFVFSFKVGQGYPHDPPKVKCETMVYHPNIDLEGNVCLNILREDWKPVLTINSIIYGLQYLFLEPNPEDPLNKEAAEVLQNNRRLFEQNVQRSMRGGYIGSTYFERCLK
Target sequence (Q13564 whole entry, looked up): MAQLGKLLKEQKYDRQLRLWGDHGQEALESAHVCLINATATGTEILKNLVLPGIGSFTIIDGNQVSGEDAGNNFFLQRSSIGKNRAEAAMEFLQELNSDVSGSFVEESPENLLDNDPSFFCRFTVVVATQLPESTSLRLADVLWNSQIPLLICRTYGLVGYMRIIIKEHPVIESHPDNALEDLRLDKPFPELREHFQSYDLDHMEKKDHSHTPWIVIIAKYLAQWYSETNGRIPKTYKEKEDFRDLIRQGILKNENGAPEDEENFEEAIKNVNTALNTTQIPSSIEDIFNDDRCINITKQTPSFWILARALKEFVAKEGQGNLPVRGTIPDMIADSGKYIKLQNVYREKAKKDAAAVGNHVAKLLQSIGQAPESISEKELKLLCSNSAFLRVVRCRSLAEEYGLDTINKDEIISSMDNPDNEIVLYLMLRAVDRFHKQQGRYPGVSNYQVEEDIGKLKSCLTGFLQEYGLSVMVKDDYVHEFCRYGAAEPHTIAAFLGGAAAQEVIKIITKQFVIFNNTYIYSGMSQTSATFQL
MsrA inhibitor: inhibits bovine methionine sulfoxide reductase A. purified bovine MsrA, absorbance read-out. inhibition, % at 15.5 µM. 360,000 tested, 0.75% active; in the data active = inhibition above about 4.5%;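 note: 0% = vehicle wells with enzyme and 100% = reference inhibitor wells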
PABP1 MLLE inh: blocks PAM2 peptide binding to the PABP1 MLLE domain; 360,000 tested, 0.36% active; P11940; GST-MLLE / FITC-PAM2 fluorescence polarization; inhibition, % at 20 µM; in the data active = inhibition above about 35%, passing the limit was not always enough;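 note: plate controls were DMSO wells with GST-MLLE for no effect and wells lacking GST-MLLE protein for full effect; some results filed as inactive read as strong as hits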
FAS-TE inh: blocks the thioesterase domain of human fatty acid synthase. AID 602261. P49327. 360,000 tested, 0.67% active. inhibition, % at 15 µM. recombinant FAS-TE, OMFH fluorogenic substrate, fluorescence endpoint;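 active = compounds whose normalised, plate-corrected inhibition of enzyme fluorescence in the single-dose primary screen is 50% or more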;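 note: 0% = DMSO with enzyme and 100% = substrate without enzyme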
Rin1-Abl PPI inh: blocks binding of human Rin1 to Abl; AID 588664; 360,000 tested, 0.4% active; inhibition, % at 7.35 µM; P00519+Q13671; TR-FRET Rin1/Abl binding, biochemical; in the data active = inhibition above about 5%, passing the limit was not always enough
MsrA act: activates bovine MsrA enzyme. purified bovine MsrA, absorbance read-out. activation, % at 10.6 µM. 360,000 tested, 0.3% active. AID 602163; in the data active = activation above about 7.5%;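 note: 0% = vehicle and 100% = reference activator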
E coli Lon inh: inhibits E. coli Lon protease. P0A9M0. purified E. coli Lon protease, fluorescence polarization. inhibition, % at 7.94 µM. 360,000 tested, 0.42% active; in the data active = inhibition above about 13%, passing the limit was not always enough;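 note: 0% = enzyme with probe and DMSO and 100% = no enzyme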
Tb MetRS inh: blocks T. brucei methionyl-tRNA synthetase activity. purified T. brucei MetRS, ATP depletion, Kinase-Glo luminescence. inhibition, % at 11.9 µM. 360,000 tested, 0.4% active. AID 624268;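 active = inhibition above a per-plate cutoff of the control wells' mean inhibition plus 3 SD, cut at about 5.5% in these data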;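 note: 0% = DMSO wells median and 100% = median of wells with control inhibitor compound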
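Material: T. brucei methionyl-tRNA synthetase, purified; reagent: substrates ATP, L-methionine and bulk Escherichia coli tRNA; dosing: 11.9 µM single point; timing: 15 min plus 2 h at 25 °C; detection: luminescence of leftover ATP; evaluation: % inhibition; control set: DMSO-only wells as low control; replicates: singlicate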
Numbers without * were called inactive; i = inactive; x = not tested or not shown.

structure	CSN deneddyl inh	Neddylation inh	MsrA inhibitor	PABP1 MLLE inh	FAS-TE inh	Rin1-Abl PPI inh	MsrA act	E coli Lon inh	Tb MetRS inh
O=C(CN(CC1CCCO1)C(=O)CNS(=O)(=O)c1ccc(F)cc1)NCc1ccccc1 (stereo not drawn)	3	i	-0.6	10	-4	-1	-10	-4	-0.6
CCCOC(=O)Cn1cnc2scc(-c3ccc(OC)cc3)c2c1=O	-11	i	3.2	4	8	-1	-1	2	-0.4
Cc1cccn2c(=O)c3cc(C(=O)NC4CCCCC4C)n(C)c3nc12 (stereo not drawn)	3	x	-0.2	-6	6	0	-2	-1	0.2
COc1cccc(-c2nnn(CC(=O)Nc3ccc(C)cc3C)n2)c1OC	-7	i	-0.5	-4	-7	-3	-1	-3	-0.3
CCCn1cnc2c(SCCc3ccccc3)nc(N)nc21	-3	i	-0.4	4	3	1	-2	-14	-0.2
CN(CC(=O)NCc1ccco1)C(=O)C1CC(=O)N(c2ccc3c(c2)OCCO3)C1 (stereo not drawn)	0	i	-1.0	-2	-7	-2	-9	-4	-0.4
O=C(Nc1cccc(C(F)(F)F)c1)C(SCCO)c1ccccc1 (stereo not drawn)	1	i	0.0	-4	-3	2	-4	-2	-0.6
COC(=O)CCC(=O)OC1(C)C(=O)C2=CN(c3ccccc3)C(c3ccc(OC)cc3)=CC2=C(Br)C1=O (stereo not drawn)	6	i	2.3	-43	5	3	-4	-24	-0.4
O=C(Nc1nccs1)C(Br)C(Br)c1ccccc1 (stereo not drawn)	2	i	4.1	-120	-3	1	-3	1	-1.0
CCCn1c(N)[n+](CC(=O)c2ccco2)c2ccccc21	2	i	0.5	-6	-6	1	-2	-1	-0.4
CN(C)C(CNC(=O)CCc1c[nH]c2ccccc12)c1ccccc1 (stereo not drawn)	-1	i	0.7	-9	-2	0	-7	-6	-1.0
COc1ccc(Nc2nc(C(=O)N(CCO)Cc3ccccc3)cs2)cc1	-1	i	0.3	-4	-6	2	-8	1	-0.6
COC(=O)c1c(-c2ccccc2)csc1NC1=NS(=O)(=O)c2ccccc21	-17	i	-1.5	18	-6	3	-10	-5	-1.0
CCOC(=O)C1CCN(C(=S)Nc2cc(OC)c(OC)cc2C(=O)OC)CC1	-3	i	1.0	-4	3	-2	-2	2	0.0
O=C1NC(Cc2ccccc2)C(=O)Nc2ccc(Br)cc21 (stereo not drawn)	1	i	-1.1	2	-2	-1	-2	-1	-1.0
CC(C)C[C@H](NC(=O)CC[C@H]1O[C@@H](n2ccc(=O)[nH]c2=O)[C@H](O)[C@@H]1O)C(=O)O	4	i	-0.3	-1	-6	5	-2	-4	-0.1
Nc1nc(=S)c2[nH]c(=S)[nH]c2[nH]1	0	i	1.3	20	-7	-4	4	2	-0.2
Cc1ccc2[nH]c(=O)c(C3C(C#N)=C(N)Oc4c3ccc3cccnc43)cc2c1 (stereo not drawn)	1	i	2.0	-7	10	9.8*	-6	0	0.3
COCCOC(=O)C1=C(C)NC(=O)NC1c1cc2c(cc1Br)OCO2 (stereo not drawn)	0	i	0.7	-8	-2	-2	-3	0	-0.3
Cc1ccc(CN2CCN(C3CCCC3)C(CCO)C2)s1 (stereo not drawn)	-2	i	-1.3	-20	-3	-1	-2	-5	-0.9

Retrieved by compound from the list above, two records:
structure	CSN deneddyl inh	Neddylation inh	MsrA inhibitor	PABP1 MLLE inh	FAS-TE inh	Rin1-Abl PPI inh	MsrA act	E coli Lon inh	Tb MetRS inh
CCCn1c(N)[n+](CC(=O)c2ccco2)c2ccccc21	2	i	0.5	-6	-6	1	-2	-1	-0.4
Cc1cccn2c(=O)c3cc(C(=O)NC4CCCCC4C)n(C)c3nc12 (stereo not drawn)	3	x	-0.2	-6	6	0	-2	-1	0.2

More entries:
structure	CSN deneddyl inh	Neddylation inh	MsrA inhibitor	PABP1 MLLE inh	FAS-TE inh	Rin1-Abl PPI inh	MsrA act	E coli Lon inh	Tb MetRS inh
CSCCC(NC(=O)c1ccccc1)C(=O)NCCc1ccccc1 (stereo not drawn)	6	i	-1.1	-2	-1	-1	2	3	-0.3
COc1ccc(S(=O)(=O)Nc2cccc(C)n2)c2ccccc12	7	i	1.5	-2	0	-3	-5	-7	-1.0
CCOC(=O)c1c(C)[nH]c(C)c1S(=O)(=O)Nc1ccc(CN2CCCCC2)cc1	-3	i	0.3	5	-3	1	0	3	-0.5
CCc1cccc(NC(=O)CSCc2nc3sc(C)c(C)c3c(=O)[nH]2)c1	0	i	-0.5	-8	-8	4	-2	-4	-0.4
CC(=O)c1cccc(NS(=O)(=O)c2cc(OCC(N)=O)c(C)cc2Cl)c1	0	i	0.5	-5	-6	-3	-4	-5	0.7
CC(OC(=O)CC1Sc2ccccc2NC1=O)C(=O)NC1CCCC1 (stereo not drawn)	-2	i	-0.8	-11	-10	2	-2	-2	-0.1
O=c1[nH]cnc2c1sc(=S)n2-c1ccccc1	-2	i	4.0	37	-9	-3	-6	-7	0.8
COC(=O)CC(c1ccccc1F)N1Cc2ccccc2C1=O (stereo not drawn)	-3	i	-0.2	-5	-1	0	-9	0	-1.3
NC(=O)c1ccc(NC(=O)Nc2ccc3c(c2)OCO3)cc1	-2	i	-1.4	-1	-3	3	-5	-3	-0.2
CCC(C)NC(=O)Cn1cnc2sc(C)c(S(=O)(=O)N3CCCCC3)c2c1=O (stereo not drawn)	1	i	-0.8	6	-5	-1	-3	-8	0.1
COc1cc(C(=O)OCC(=O)N2CCCCCC2)c([N+](=O)[O-])cc1OC	-3	i	0.7	9	-4	3	-1	5	-0.1
O=C(c1ccccc1-c1ccccc1)N1CCOCC1	-5	i	0.3	12	-9	0	-3	-7	-0.5
O=C(COC(=O)c1cc(Br)ccc1O)NC1CCCCCC1	-3	i	0.4	-4	9	6	-3	-10	0.2
COc1ccc(/C=C/C(=O)O/N=C(\N)c2ccccc2)cc1OC	-2	i	3.4	1	-8	4	-9	4	-0.8
COc1cccc(C=NCCNC(=O)c2nonc2N)c1O	1	i	-2.0	1	-6	-3	-7	-6	-0.5
Cc1ccc(S(=O)(=O)N2C[C@]3(O)C[C@@H]4C(=O)N(c5ccccc5)C(=O)[C@@H]4C[C@]3(OC(=O)NC3CC3)C2)cc1	-4	i	-0.6	-2	5	1	-1	-4	-0.9
CCCCOc1ccc(NC(=O)C2OC3OC(C)(C)OC3C3OC(C)(C)OC23)cc1 (stereo not drawn)	5	i	-1.6	11	-7	1	-5	-3	-0.9
CCN(CC)C(=O)NC(c1ccc(C)c(F)c1)C(Cl)(Cl)Cl (stereo not drawn)	-6	i	-1.2	20	2	-2	-1	4	-0.1
Cc1cc(NC(=O)c2ccccc2)no1	-4	i	1.7	0	-4	3	-4	-7	-0.8
C[C@@H]1CN([C@H](C)CO)C(=O)c2c(c3ccccc3n2C)-c2ccccc2CO[C@@H]1CN(C)S(=O)(=O)c1cccs1	3	i	0.1	28	14	1	-7	-7	-1.6

Further records
structure	CSN deneddyl inh	Neddylation inh	MsrA inhibitor	PABP1 MLLE inh	FAS-TE inh	Rin1-Abl PPI inh	MsrA act	E coli Lon inh	Tb MetRS inh
COc1ccc2c(c1OC)C(=O)NC(C)=C(C(=O)OC(C)(C)C)C2O (stereo not drawn)	-4	i	3.9	10	-6	1	-9	-11	-0.4
O=C(CSc1n[nH]c(=O)n1-c1cccnc1)N1CCOCC1	1	i	0.0	1	-3	1	-13	0	-1.4
O=C(OCC(=O)N1CCc2ccccc21)c1cc(S(=O)(=O)N2CCOCC2)ccc1F	3	i	0.3	-19	8	4	-6	2	-0.6
CCOC(=O)c1ccc(NC(=O)c2nc(SC)ncc2Cl)cc1	3	i	0.7	-11	13	-1	-4	-13	-0.5
COc1ccc(CCN2C(=S)N(C)C(=O)C2CC(=O)Nc2ccc(F)cc2)cc1 (stereo not drawn)	2	i	0.2	-10	26	-2	-5	-3	58*
COc1ccc(CNC(=O)[C@H](C)NC(=O)C2CCN(C(=O)[C@H](CCSC)NC(=O)OC(C)(C)C)CC2)cc1	5	i	0.0	-3	-2	-1	-2	-1	1.8
COc1ccc(C2C(C(=O)N3CCOCC3)=C(C)NC3=C2C(=O)CC(C)(C)C3)cc1O (stereo not drawn)	3	i	0.5	-8	-9	-2	0	0	0.1
COC(=O)C[C@H]1CC[C@@H](NC(=O)C2CC2)[C@@H](CO)O1	-1	i	1.9	x	x	x	x	x	-0.8
COc1ccc(S(=O)(=O)N2CCN(C(=O)N3CCOCC3)C2C)cc1 (stereo not drawn)	5	i	1.0	0	-5	-2	-2	7	-0.7
CCc1nc2ccccc2n1CC(O)COCC1CC=CCC1 (stereo not drawn)	7	i	-0.7	-5	-1	-1	-5	-3	-0.8
O=C(O)c1cccc(CSc2nnc(-c3ccco3)o2)c1	2	i	0.8	8	-5	-1	1	-7	-0.2
O=C1Nc2ccccc2C(=O)N2CCCCC12 (stereo not drawn)	-6	i	-1.3	1	-5	2	1	12	0.8
CCc1ccc(NC(=O)C(C)Oc2nnc(-c3cccs3)c(-c3cccs3)n2)cc1 (stereo not drawn)	5	i	0.7	-11	19	-2	-7	-11	0.0
COc1ccc(C2c3c(oc4ccccc4c3=O)C(=O)N2c2ccc(C)cn2)cc1OC (stereo not drawn)	6	i	0.0	13	9	-2	-1	8	0.2
C=CCn1c(COc2ccc(CC)cc2)nnc1SCC(=O)N(C)C1CCS(=O)(=O)C1 (stereo not drawn)	2	i	-0.3	-81	-11	2	-2	-2	-0.3
COc1ccc(OC)c(NC(=O)C2CCN(c3nc(C)cc(C)n3)CC2)c1	2	i	-0.6	-11	0	-7	0	6	-0.3
N#Cc1c2n(c3c(=O)n(Cc4ccc(Cl)cc4)cnc13)CCCC2	-4	i	0.7	-4	35	4	-3	-1	-0.5
COc1cccc(NC(=O)Nc2nc(SC(C)(C)C)ns2)c1	1	i	-1.0	11	14	1	-4	-2	-0.7
O=C1CN(C(=O)COC(=O)/C=C/c2ccco2)c2ccccc2N1	0	i	2.8	0	-8	-3	-2	-2	-0.6
COc1ccc(CNC(=O)Cc2c(C(=O)O)[nH]c3ccccc23)cc1	-1	i	0.7	-6	-8	-1	5	-2	-0.4

Entries listed so far marked active in Tb MetRS inh:
mol	CSN deneddyl inh	Neddylation inh	MsrA inhibitor	PABP1 MLLE inh	Rin1-Abl PPI inh	MsrA act	E coli Lon inh	Tb MetRS inh
COc1ccc(CCN2C(=S)N(C)C(=O)C2CC(=O)Nc2ccc(F)cc2)cc1 (stereo not drawn)	2	i	0.2	-10	-2	-5	-3	58*

Remaining list, next part.
structure	CSN deneddyl inh	Neddylation inh	MsrA inhibitor	PABP1 MLLE inh	FAS-TE inh	Rin1-Abl PPI inh	MsrA act	E coli Lon inh	Tb MetRS inh
CC(NC(=O)c1ccco1)C(c1cccs1)N1CCOCC1 (stereo not drawn)	-5	i	1.3	-9	-2	2	-1	-1	1.0
O=C1CC(c2ccc(Cl)cc2)c2c(O)cc(O)cc2O1 (stereo not drawn)	-2	i	0.6	-16	4	-1	-3	12	0.3
COc1cc2c(cc1OC)CN(C(=O)COc1ccc(C#N)cc1)CC2	-2	i	-0.1	13	-9	9	-11	-1	-1.3
O=C(O)CCC(=O)NNC(=O)c1ccc(-c2ccccc2)cc1	-1	i	0.3	-3	-8	-3	-2	-9	0.2
CCOC(=O)c1ccc(Oc2cc(C)nc(SC)n2)cc1	1	i	0.3	7	7	-2	-7	1	-0.7
Cc1ccc(C(=O)NCC(=O)NC2CCCC2)cc1	-5	i	0.4	5	-4	0	-1	2	0.5
O=C(NC1CCCC1)c1nc(-c2ccco2)oc1-c1ccccc1	0	x	1.6	x	x	x	x	x	-0.1
CNC(=O)c1ccc(-c2ccc(Cl)c(Cl)c2)s1	3	i	-0.6	5	18	1	-8	5	-0.4
O=c1[nH]nc(CNc2ccc(OC(F)(F)F)cc2)c2ccccc12	9	i	0.1	33	14	-1	-2	0	-0.2
